Assay outcomes as filed in PubChem BioAssay.
KCNK9 inh: KCNK9 potassium channel inhibitors, primary screen, HEK293 cells, thallium flux | B-score at 10 µM | FluxOR thallium flux fluorescence; active compounds read low | 310,000 tested, 1.2% active | AID 488922, 2010;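 active means ratio B-score over 3 SD below the library mean, with starting fluorescence within 5 SD of its mean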;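 further: negative B-score means less thallium flux so channel inhibition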
Target sequence (Q9NPC2 whole entry, looked up): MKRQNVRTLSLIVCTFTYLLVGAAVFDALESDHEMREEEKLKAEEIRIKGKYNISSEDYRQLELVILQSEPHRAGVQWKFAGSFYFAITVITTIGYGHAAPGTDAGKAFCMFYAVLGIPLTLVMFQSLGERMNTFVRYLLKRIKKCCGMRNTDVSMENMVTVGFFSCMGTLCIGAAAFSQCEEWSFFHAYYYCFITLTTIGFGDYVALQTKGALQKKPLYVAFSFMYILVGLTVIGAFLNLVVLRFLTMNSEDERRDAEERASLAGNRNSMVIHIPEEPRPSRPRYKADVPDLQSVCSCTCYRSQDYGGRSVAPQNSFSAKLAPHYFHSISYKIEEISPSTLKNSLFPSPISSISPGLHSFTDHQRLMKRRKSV
KCNK3 inh: human KCNK3 channel inhibitors, primary screen, CHO cells, FluxOR thallium flux, B-score; FluxOR fluorescence; active compounds read low; Potassium channel subfamily K member 3 (Homo sapiens), O14649; 340,000 tested, 0.84% active; B-score at 10 µM; AID 602410, 2012;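 active means B-score under library mean minus 4 SD, starting fluorescence ratio at most library mean plus 5 SD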;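 further: more negative B-score means stronger inhibition of thallium flux through KCNK3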
KCNQ1 block: inhibitors of human KCNQ1 channel, primary screen, cell-based, thallium flux, high-throughput; AID 2642, 2010; Potassium voltage-gated channel subfamily KQT member 1 (Homo sapiens), P51787; CHO-K1 KCNQ1, FluxOR thallium flux fluorescence; active compounds read high; 310,000 tested, 1.3% active; B-score at 10 µM;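 active means compounds whose thallium flux B-score, printed positive for inhibition, exceeds three library SD while starting fluorescence stays within three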;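 further: channel opened by potassium depolarization with thallium stimulus after 20 min compound exposure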
Target sequence (P51787 whole entry, looked up): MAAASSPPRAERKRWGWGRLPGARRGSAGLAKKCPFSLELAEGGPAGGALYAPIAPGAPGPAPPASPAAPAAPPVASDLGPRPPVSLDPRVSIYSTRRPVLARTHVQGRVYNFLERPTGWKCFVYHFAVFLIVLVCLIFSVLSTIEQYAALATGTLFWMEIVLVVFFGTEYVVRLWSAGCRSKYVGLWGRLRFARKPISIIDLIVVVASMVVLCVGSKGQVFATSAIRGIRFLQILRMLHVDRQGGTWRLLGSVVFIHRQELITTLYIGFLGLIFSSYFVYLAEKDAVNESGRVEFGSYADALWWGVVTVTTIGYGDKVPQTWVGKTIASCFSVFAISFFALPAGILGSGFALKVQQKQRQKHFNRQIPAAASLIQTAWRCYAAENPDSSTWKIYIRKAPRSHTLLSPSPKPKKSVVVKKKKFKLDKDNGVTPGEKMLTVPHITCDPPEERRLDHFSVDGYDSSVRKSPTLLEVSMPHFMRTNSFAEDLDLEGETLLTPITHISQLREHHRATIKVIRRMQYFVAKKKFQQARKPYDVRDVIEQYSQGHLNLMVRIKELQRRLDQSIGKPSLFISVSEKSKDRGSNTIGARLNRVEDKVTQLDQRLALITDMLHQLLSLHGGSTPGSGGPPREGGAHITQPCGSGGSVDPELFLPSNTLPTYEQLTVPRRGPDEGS
TMEM16A act: TMEM16A chloride channel activators or potentiators, primary screen, cell-based, HTS; Anoctamin-1 (Mus musculus), Q8BHY3; HEK293 TMEM16A/YFP-H148Q/I152L, iodide quench fluorescence; active compounds read low; B-score at 10 µM; 340,000 tested, 0.3% active; AID 623877, 2012;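 active means fluorescence-ratio B-score plate-corrected deviation score at least 3 library SD below zero, with starting fluorescence score within 5 deviations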;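 further: channel opened by trigger with iodide after compound preincubation; score built on the fluorescence ratio of max minus min over baseline; more negative score means more quench and so TMEM16A activation or potentiation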
TRPC4 agonist: activators of mouse TRPC4 channel, primary screen, Fluo4 calcium, HEK293 TRPC4beta/mu-opioid cells | AID 2237, 2010 | B-score at 10 µM | 310,000 tested, 0.49% active | Fluo4 calcium fluorescence; active compounds read high | Short transient receptor potential channel 4 (Mus musculus), Q9QUQ5;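 active means B-score above 5 SD of library B-scores, and initial fluorescence ratio not above library mean plus 5 SD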;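 further: positive B-score marks a calcium rise read as TRPC4 activation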
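Test system: HEK293 cells stably co-expressing mouse TRPC4beta and mu-opioid receptor | Schedule: Fluo4 dye loading 45 min at room temperature, 110 s recording | Measured by: Kinetic Fluo4 calcium fluorescence, 5 s baseline at 1 Hz | Evaluation: B score of integrated ratio | Controls: Buffer (low) and maximal DAMGO (high)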
ANO1 block: TMEM16A chloride channel inhibitors, primary screen, cell-based, HTS. HEK293 TMEM16A/YFP iodide influx fluorescence, ionomycin. 310,000 tested, 1.2% active. Anoctamin-1 (Mus musculus), Q8BHY3. AID 588511, 2011. normalized B-score (activity score, 25-100; higher = stronger inhibition) at 10 µM;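 active means ratio plate-corrected score three or more library SD toward inhibition, starting fluorescence score within five deviations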;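 further: score derived from kinetic fluorescence span divided by baseline fluorescence per well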
DYRK1A inh: rat Dyrk1A kinase inhibitors, primary screen, biochemical, single point, plate reader; inhibition, % at 12.5 µM; 310,000 tested, 0.43% active; Dual specificity tyrosine-phosphorylation-regulated kinase 1A (Rattus norvegicus), Q63470; ADP-Glo luminescence, NFATc1 peptide; in the data active means inhibition above about 50%;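 further: plate controls were vehicle with enzyme for no effect and no enzyme for full effect; many of its hits are not listed in these tables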
KCNQ1 act: potentiators or activators of KCNQ1 channel, primary screen, cell-based, thallium flux, high-throughput | Potassium voltage-gated channel subfamily KQT member 1 (Homo sapiens), P51787 | CHO-K1 KCNQ1, thallium flux FluxOR fluorescence; active compounds read high | B-score at 10 µM | 310,000 tested, 0.35% active;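 active means fluorescence ratio B-score, a plate-corrected score, at least three library SD, with initial intensity B-score within 5 SD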
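Test system: CHO-K1 cells stably expressing KCNQ1 / Medium: assay buffer / Also added: depolarizing K+/Tl+ stimulus, K2SO4 and Tl2SO4 each 12.5 mM in 5x stock / Incubation: 90 min dye loading and 20 min compound exposure, both at room temperature / Signal: thallium influx via FluxOR fluorescence, kinetic imaging / Evaluation: B score of baseline-normalized fluorescence ratio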
TRPC4 potent: positive allosteric modulators of TRPC4, primary screen, cell-based, mouse TRPC4beta, HEK293 mu-opioid, Fluo-4 calcium. Short transient receptor potential channel 4 (Mus musculus), Q9QUQ5. DAMGO EC20, Fluo-4 Ca2+ flux; active compounds read high. B-score at 10 µM. 310,000 tested, 0.42% active;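 active means B-score of calcium response area above 5 SD of library B-scores, with initial fluorescence ratio within 5 SD of library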;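 further: B-score of integrated fluorescence ratio over time as area under calcium response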
HDAC3 inh: HDAC3 deacetylase inhibitors, primary screen, biochemical, fluorescence, cell-free homogeneous; Histone deacetylase 3 (Homo sapiens), O15379; inhibition, % at 8.3 µM; recombinant HDAC3, fluorogenic peptide/trypsin coupled; AID 2718, 2010; 320,000 tested, 0.15% active; in the data active means inhibition above about 26%, passing the limit was not always enough
hERG rescue: hERG rescue from dofetilide block, primary screen, cell-based, CHO-hERG, FluxOR thallium flux, dofetilide IC70 | Voltage-gated inwardly rectifying potassium channel KCNH2 (Homo sapiens), Q12809 | dofetilide IC70 present | activation (rescue from dofetilide block), less the hit threshold, % at 10 µM | 310,000 tested, 0.51% active | AID 1511, 2009;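 active means activation above the mean of controls blocked by dofetilide plus 5 SD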;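 further: thallium influx through hERG after potassium depolarization seen as dye fluorescence rise; in these data hits start at about 4.7%; inactives centre near -7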
* hit, by the source's call; i = inactive; . = not tested or not shown. Only part of the results is shown; rates above refer to the full screens.

Every second line gives: KCNK9 inh, KCNK3 inh, KCNQ1 block, TMEM16A act, TRPC4 agonist, ANO1 block, DYRK1A inh, KCNQ1 act, TRPC4 potent, HDAC3 inh, hERG rescue
COc1ccccc1N1CCN(S(=O)(=O)c2ccc(F)cc2)CC1
→ i, i, i, i, i, i, 11, i, i, -5, -10
COc1ccccc1NC(=O)C(C)OC(=O)CCCOc1ccccc1 (centres undefined)
→ i, i, i, i, i, i, 0, i, i, -4, -6
CN(CC(=O)Nc1cccc(F)c1)CC(=O)Nc1ccccc1[N+](=O)[O-]
→ i, i, i, i, i, i, 3, i, i, 1, -14
COc1ccc(/C=N/NC(=O)C(=O)N2CCCCCC2)cc1[N+](=O)[O-]
→ i, i, i, i, i, i, 0, i, i, 0, -4
Cc1cc(-c2nc(C)c(C(=O)NN)s2)no1
→ i, i, i, i, i, i, 7, i, i, -5, -12
Cc1ccc2cc(CCNS(=O)(=O)c3ccc(Br)cc3)c(=O)[nH]c2c1C
→ i, i, i, i, i, i, 14, i, i, 11, -11
N#CCOC(=O)C1CSC2(c3ccc(Br)cc3)CCC(=O)N12 (centres undefined)
→ i, i, i, i, i, i, -5, i, i, -5, -9
COc1ccc(CC(=O)O/N=C(\N)Cc2ccc(OC)cc2)cc1
→ i, i, i, i, i, i, -2, i, i, 8, -16
COc1ccc(C(=S)N2CCCC2)cc1C
→ i, i, i, i, i, i, -2, i, i, -1, -1
O=C(c1ccc(Cl)cc1)N1CCC(C(=O)N2CCCc3ccccc32)CC1
→ i, i, i, i, i, i, -1, i, i, 3, -7
Cc1ccc2cccc(S(=O)(=O)NC3CCS(=O)(=O)C3)c2n1 (centres undefined)
→ i, i, i, i, i, i, 2, i, i, 3, -11
COc1ccc(/C(C)=N/NC(=O)CNC(=O)/C=C\c2ccco2)cc1
→ i, i, i, i, i, i, -1, i, i, 0, -9
O=C(NCc1cccnc1)c1ccc(S(=O)(=O)N2CCOCC2)cc1
→ i, i, i, i, i, i, -1, i, i, 1, 1
COc1ccc(OC)c(CCNC(=O)c2ccc3c(=O)[nH]c4c(C(=O)NC(C)C)sc(=S)n4c3c2)c1
→ i, -11*, 10*, i, i, i, 3, i, i, -2, -33
CCN1CCN(C(=O)N2CCOCC2)CC1
→ i, i, i, i, i, i, 2, i, i, -1, -8

Carrying on:
Every second line gives: KCNK9 inh, KCNK3 inh, KCNQ1 block, TMEM16A act, TRPC4 agonist, ANO1 block, DYRK1A inh, KCNQ1 act, TRPC4 potent, HDAC3 inh, hERG rescue
Cc1ccc(S(=O)(=O)N(C)C)cc1[N+](=O)[O-]
→ i, i, i, i, i, i, 1, i, i, -2, -10
CCC(=O)NC(=S)Nc1cc(C(=O)O)ccc1OC
→ i, i, i, i, i, i, -1, i, i, -8, -8
CCC(C)NC(=O)CC1Oc2ccc(Cl)cc2NC1=O (centres undefined)
→ i, i, i, i, i, i, 8, i, i, -4, -11
COc1ccc(-c2cc(C(F)(F)F)n3ncc(C(=O)N4CCc5ccccc5C4)c3n2)cc1
→ i, i, i, i, i, i, 2, i, i, 11, -18
C/C(=C\c1ccccc1)C(=O)Nc1cc(C)on1
→ i, i, i, ., i, i, -7, i, i, 3, -3
CC(C)(C)c1csc(N(CCC#N)CCC#N)n1
→ i, i, i, i, i, i, -1, i, i, 4, -8
NCCCC[C@@H](C(=O)N1CCNCC1)n1cc(CN)nn1
→ ., i, ., i, ., i, 4, ., ., -7, .
Cc1ccc(OC(=O)c2oc3ccc(F)cc3c2C)c(C)c1
→ i, i, i, i, i, i, 3, i, i, 1, -5
Nc1n[nH]c(C2CC2)c1N=Nc1ccc(Cl)c(Cl)c1
→ i, i, i, i, i, i, ., i, i, 2, -7
COc1ccc(CCNC(=O)C2CCN(C(=O)c3cccc(Cl)c3)CC2)cc1OC
→ i, i, i, i, i, i, ., i, i, 1, -6
CC(=O)Nc1ccc(N2CCN(c3ccc(C(F)(F)F)cn3)CC2)nc1
→ i, i, i, i, i, i, 2, i, i, 0, -4
COC(=O)[C@@]1(Cc2ccc(OC)cc2)[C@H]2c3cc(C(=O)N4CCCC4)n(Cc4c(CO)[nH]cc(C)c4=O)c3C[C@H]2CN1C(=O)c1ccccc1
→ i, ., i, ., i, i, ., i, i, -5, -7
CCC1CCCCN1CC(=O)Nc1cc(C)nn1-c1nc(C)cc(C)n1 (centres undefined)
→ i, i, i, i, i, i, -1, i, i, -3, -10
O=C(O)c1ccccc1CSc1nc2ccccc2s1
→ i, i, i, i, i, i, 5, i, i, 8, -5
CSCCC(NC(=O)COc1ccccc1)C(=O)Nc1ccc(C)cc1 (centres undefined)
→ i, i, i, i, i, i, -4, i, i, -1, -2

More entries.
Every second line gives: KCNK9 inh, KCNK3 inh, KCNQ1 block, TMEM16A act, TRPC4 agonist, ANO1 block, DYRK1A inh, KCNQ1 act, TRPC4 potent, HDAC3 inh, hERG rescue
O=C(COC(=O)c1n[nH]c2ccccc12)Nc1ccccc1
→ i, i, i, i, i, i, 8, i, i, -5, -6
CCCSC(=S)NC1CCS(=O)(=O)C1 (centres undefined)
→ i, i, i, i, i, i, 3, i, i, -2, -3
CCc1ccc(N2CC(C(=O)Nc3ccc4c(c3)OCCO4)CC2=O)cc1 (centres undefined)
→ i, i, i, i, i, i, 2, i, i, -4, -14
Cc1ccc(OCc2nnc(SCC(=O)N3CCc4ccccc43)n2C)cc1
→ i, i, i, i, i, i, 9, i, i, 1, -1
COc1ccc(/C=C(\NC(=O)c2cccs2)C(=O)NC(C)(C)C)cc1OC
→ i, i, i, i, i, i, 0, i, i, 4, -1
CC(CNC(=O)C(C)(C)C)NC(=O)C(C)(C)C (centres undefined)
→ i, i, i, i, i, i, -1, i, i, -3, -3
O=C(c1ccc(Cl)cc1)n1cnc2ccccc21
→ i, i, i, i, i, i, 7, i, i, 22, -1
COc1ccc2oc(=O)c(/C(C)=N/Nc3nc(-c4cc(C)ccc4C)cs3)cc2c1
→ i, i, i, i, i, i, 5, i, i, 10, -13
CS(=O)(=O)c1sc2nc(-c3cccs3)cc(-c3ccccc3)c2c1N
→ i, i, i, i, i, i, 5, i, i, 8, -17
O=C(NCCCN1CCCC1=O)[C@H](CSCc1ccccc1)N1Cc2ccccc2C1=O
→ i, i, i, i, i, i, -1, i, i, -1, -12
CC1CCCN(CCCNC(=O)CN2C(=O)COc3ccc(S(=O)(=O)N4CCOCC4)cc32)C1 (centres undefined)
→ i, i, i, i, i, i, 1, i, i, ., -10
O=C(NCc1ccc(Cl)cc1)C1CCC(CNc2c(N3CCCC3)c(=O)c2=O)CC1 (centres undefined)
→ i, i, i, i, i, i, -8, i, i, -1, -6
O=C(CN1CCCCC1)Nc1ccc(C(F)(F)F)cc1Cl
→ i, i, i, i, i, i, 1, i, i, 1, -7
CCN1C(=O)/C(=C\c2ccco2)C(C(=O)OC)=C1C
→ i, i, i, i, i, i, 5, i, i, 2, -9
CCCN(CCC)CC(=O)NCC1(c2ccccc2)CCOCC1
→ i, i, i, i, i, i, 4, i, i, -1, -10

Continued.
Every second line gives: KCNK9 inh, KCNK3 inh, KCNQ1 block, TMEM16A act, TRPC4 agonist, ANO1 block, DYRK1A inh, KCNQ1 act, TRPC4 potent, HDAC3 inh, hERG rescue
COc1ccccc1C(=O)NC(CCSC)C(=O)NNC(=O)c1csc(N2CCOCC2)n1 (centres undefined)
→ i, i, i, i, i, i, ., i, i, -2, -12
Cc1ccc(S(=O)(=O)Cn2nnnc2C(C(C)C)N2CCSCC2)cc1 (centres undefined)
→ i, i, i, i, i, i, ., i, i, -1, 0
CC(C)(O)c1[nH]c2ccc(C(F)(F)F)cc2c1C(C)(C)O
→ i, i, i, i, i, i, 9, i, i, 8, -8
CC(Cc1ccccc1)N/C=C1\CC(=O)NC1=O (centres undefined)
→ i, i, i, i, i, i, -4, i, i, 2, -6
Cc1cc(C)c(C)c(S(=O)(=O)N2CCCN(C)CC2)c1C
→ i, i, i, i, i, i, 1, i, i, 0, -7
O=C1CCC(=O)N1OCCOc1ccc(Cl)c2ccccc12
→ i, i, 6*, i, i, i, -4, i, i, 0, -14
Cc1ccc(C(=O)N/C(=C/c2ccco2)C(=O)N2CCOCC2)cc1
→ i, i, i, i, i, i, -3, i, i, 5, -7
N#C/C(=C\c1cn(CCOc2ccccc2F)c2ccccc12)C(=O)NCc1cccs1
→ i, i, i, i, i, i, -5, i, i, -17, 0
Cc1cc(Br)ccc1OCC(=O)N(Cc1nc(-c2ccccc2)no1)C(C)C
→ i, i, i, i, i, i, -11, i, i, 7, -11
CCCCCC(=O)NC(=S)Nc1ccc(Br)cc1C
→ i, i, i, i, i, i, -3, i, i, 9, -8
CCCOc1ccc(-c2nc(N3CCN(CC)CC3)c3ccccc3n2)cc1
→ i, i, i, i, i, i, 1, i, i, -9, -18
NC(=O)C(c1ccc(Sc2ccccc2)nn1)c1ccc(Cl)cc1Cl (centres undefined)
→ i, i, i, i, i, i, 6, i, i, -2, -15
COc1ccc(Cl)cc1NC(=O)c1cc(-c2ccccc2)on1
→ i, i, i, i, i, i, 12, i, i, -4, -5
CC1CCCCC1Nc1ncnc2sccc12 (centres undefined)
→ i, i, i, i, i, i, 28, i, i, -6, -7
COc1ccc(-n2c(Cc3cccn3C)nnc2SCC(=O)Nc2cccc(NC(C)=O)c2)cc1
→ i, i, i, i, i, i, 6, i, i, -1, -12
